MsrA act = activates bovine MsrA enzyme; purified bovine MsrA, absorbance read-out; activation, % at 10.6 µM; 0.3% of 360,000 active; AID 602163; in the data active = activation above about 7.5%;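 note: 0% = vehicle and 100% = reference activator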
Rin1 Abl inh = inhibitors of human Rin1-Abl protein interaction; inhibition, % at 7.35 µM; P00519+Q13671; TR-FRET Rin1/Abl binding, biochemical; 0.4% of 360,000 active; in the data active = inhibition above about 5%, passing the limit was not always enough
SKN-1 block = C. elegans SKN-1 inhibition; inhibition, % at 21.8 µM; AID 624304; C. elegans VP596 Pgst-4::GFP/RFP ratio, acrylamide-induced, 24 h; 0.49% of 360,000 active;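 active = interference check ratio from 0.5 to 1.5 plus GFP to RFP signal ratio inhibition reaching or exceeding a fixed threshold, cut at about 30% in these data, passing the limit was not always enough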; note: some compounds called inactive have numbers as strong as hits
MT1-MMP act inh = MT1-MMP (human) activation inhibition. HT1080 RFP-PRO-GFP cells, GFP/RFP ratio fluorescence, overnight; percent of plate control window, DMSO zero. 0.061% of 360,000 active. GFP/RFP ratio change, % at 20 µM. P50281;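 active = GFP/RFP ratio change of at least 30% with cell ATP level not reduced by more than half and red fluorescence within 50% of control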; note: strong numbers were not always called active
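Compound: 20 µM single dose, 1% DMSO / System: HT1080 RFP-PRO-GFP cells / Controls: DMSO and RFP-L50D-GFP cell wells / Read-out basis: GFP/RFP fluorescence ratio / Schedule: overnight compound exposure at 37 °C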
E coli Lon inh = E. coli protease La inhibition; P0A9M0; purified E. coli Lon protease, fluorescence polarization; inhibition, % at 7.94 µM; 0.42% of 360,000 active; in the data active = inhibition above about 13%, passing the limit was not always enough;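 note: 0% = enzyme with probe and DMSO and 100% = no enzyme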
Neddyl block = cullin neddylation inhibition | AID 651699 | P61081+Q13564 | 0.58% of 360,000 active | calls only at 25 µM | TR-FRET cullin neddylation, biochemical; in the data active = inhibition above about 36%
MsrA inh = inhibits bovine methionine sulfoxide reductase A | purified bovine MsrA, absorbance read-out | inhibition, % at 15.5 µM | 0.75% of 360,000 active | AID 651718; in the data active = inhibition above about 4.5%;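 note: 0% = vehicle wells with enzyme and 100% = reference inhibitor wells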
CendR NRP1 mod = alters CendR peptide binding to human NRP-1; inhibition, % at 25 µM; AID 602438; 0.85% of 360,000 active; FAM-RPARPAR peptide binding to NRP-1, fluorescence polarization; O14786;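 active = inhibition or corrected inhibition above about 18%, plus a signal ratio from 0.5 to 1.5, limit read from the data, passing the limit was not always enough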; note: strong numbers were not always called active
FAS-TE inh = inhibitors of human fatty acid synthase thioesterase domain; recombinant FAS-TE, OMFH fluorogenic substrate, fluorescence endpoint; 0.67% of 360,000 active; P49327; inhibition, % at 15 µM; AID 602261;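 active = compounds whose normalised, plate-corrected inhibition of enzyme fluorescence in the single-dose primary screen is 50% or more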;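 note: 0% = DMSO with enzyme and 100% = substrate without enzyme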
Active calls of the source: *; i = inactive; nt = no result given. An unsorted share of the library; 4.2% or so of the library scored in one or more.

SMILES | MsrA act | Rin1 Abl inh | SKN-1 block | MT1-MMP act inh | E coli Lon inh | Neddyl block | MsrA inh | CendR NRP1 mod | FAS-TE inh
COC(=O)CCCC(=O)N(C)CC1CCCN(CCc2ccccc2C)C1 (centres undefined) | 0 | 1 | 7 | -2 | -2 | i | 0.7 | 6 | -3
COc1ccc(OC)c(-n2c(-c3ccc(O)cc3O)n[nH]c2=S)c1 | 2 | 1 | 3 | 10 | -3 | i | -0.6 | -6 | -6
CC(C)C(c1nnnn1Cc1ccc2c(c1)OCO2)N1CCN(C)CC1 (centres undefined) | -2 | 3 | -2 | 2 | -20 | i | -0.8 | 3 | -8
CCOC(=O)C(C)Sc1nnc(Cc2cc(=O)[nH]c(=O)[nH]2)n1-c1ccc(OCC)cc1 (centres undefined) | -3 | 0 | -1 | -6 | -3 | i | -0.6 | -4 | -6
N#CC1=C(N)Oc2n[nH]c(-c3cccs3)c2C1c1ccoc1 (centres undefined) | -12 | 1 | 3 | -6 | -9 | i | -0.1 | -44 | 14
NC(=O)NC(=O)C(Nc1ccc(N2CCCCC2)cc1)c1ccccc1 (centres undefined) | -4 | -1 | 9 | 5 | 9 | i | 1.6 | -10 | -3
CC(C)n1c(O)c(N=NC(=O)C2COc3ccccc3O2)c2ccccc21 (centres undefined) | 0 | -3 | 4 | 0 | 6 | i | 3.2 | 13 | 20
Cc1ccc2oc(=O)c3cnn(CC(=O)N4CCCc5ccccc54)c3c2c1 | -6 | -2 | -9 | -1 | -14 | i | -0.2 | -4 | 6
CN(c1ccc(C(=O)Nc2ccccn2)cc1)S(=O)(=O)c1ccccc1 | -6 | 4 | 3 | 0 | 2 | i | -1.2 | -3 | -3
Cc1cccc(C)c1-n1nnnc1C1(C)CCC(=O)N1CCCN1CCOCC1 (centres undefined) | -4 | nt | -2 | 1 | -1 | i | -1.8 | -4 | -10
COc1cc(CNc2ccc3[nH]c(=O)[nH]c3c2)cc(Br)c1OCc1ccccc1F | -2 | 1 | 5 | -24 | 8 | i | 0.1 | -6 | -1
Cc1nn(-c2ccccc2)c(C)c1C(=O)OCC(=O)NC(=O)NC1CCCCC1 | -9 | 1 | -7 | 1 | 3 | i | -1.4 | 5 | -10
O=C(Nc1ccccc1)c1cc(C2COCCN2C(=O)CCCc2ccccc2)on1 (centres undefined) | 0 | 4 | 17 | 5 | 5 | i | 0.5 | -8 | 8
[O-]C1=N/[N+](=C/c2ccccc2)CC1 | -4 | 0 | 7 | 1 | -4 | i | 0.0 | -4 | -2
Cc1ccc(S(=O)(=O)N2[C@@H](c3ccc(Br)cc3)C(C(=O)O)=CC[C@H]2c2cccs2)cc1 | -8 | 0 | -3 | -4 | -7 | i | 0.2 | -14 | 3
C[C@H](CO)N1C[C@H](C)[C@@H](CN(C)S(=O)(=O)c2ccccc2)Oc2c(NS(=O)(=O)c3cccs3)cccc2C1=O | 1 | 5 | 1 | 2 | -9 | i | -0.4 | 11 | -9
CCN1C(=O)c2cccc3c(S(=O)(=O)Nc4ccncc4)ccc1c23 | -1 | -3 | -31 | 1 | -7 | nt | nt | 0 | -12
Cc1ccc(NC(=O)Cn2cccc2)cc1Cl | 7 | 1 | 5 | -3 | -1 | i | nt | -6 | 1
CCOC(=O)c1ccc(NC(=O)Cn2c(C)nc3c(sc(=S)n3CC)c2=O)cc1 | -2 | -3 | 14 | 4 | -10 | i | -0.3 | 6 | 23
O=C(CCCNS(=O)(=O)c1ccccc1)NCc1ccco1 | 3 | -4 | 5 | -1 | 2 | i | -1.2 | -3 | -6

Five compounds drawn at random from those above:
SMILES | MsrA act | Rin1 Abl inh | SKN-1 block | MT1-MMP act inh | E coli Lon inh | Neddyl block | MsrA inh | CendR NRP1 mod | FAS-TE inh
CCOC(=O)C(C)Sc1nnc(Cc2cc(=O)[nH]c(=O)[nH]2)n1-c1ccc(OCC)cc1 (centres undefined) | -3 | 0 | -1 | -6 | -3 | i | -0.6 | -4 | -6
COC(=O)CCCC(=O)N(C)CC1CCCN(CCc2ccccc2C)C1 (centres undefined) | 0 | 1 | 7 | -2 | -2 | i | 0.7 | 6 | -3
COc1cc(CNc2ccc3[nH]c(=O)[nH]c3c2)cc(Br)c1OCc1ccccc1F | -2 | 1 | 5 | -24 | 8 | i | 0.1 | -6 | -1
N#CC1=C(N)Oc2n[nH]c(-c3cccs3)c2C1c1ccoc1 (centres undefined) | -12 | 1 | 3 | -6 | -9 | i | -0.1 | -44 | 14
Cc1cccc(C)c1-n1nnnc1C1(C)CCC(=O)N1CCCN1CCOCC1 (centres undefined) | -4 | nt | -2 | 1 | -1 | i | -1.8 | -4 | -10

(listing goes on)
SMILES | MsrA act | Rin1 Abl inh | SKN-1 block | MT1-MMP act inh | E coli Lon inh | Neddyl block | MsrA inh | CendR NRP1 mod | FAS-TE inh
O=C(NCCCN1CCOCC1)c1ccc2c(c1)N(Cc1c(F)cccc1Cl)C(=O)CS2 | -2 | -3 | 0 | 2 | 1 | i | -0.8 | -4 | 2
N#Cc1ccccc1CSc1nc(N)cc(N)n1 | -8 | -1 | 16 | 0 | 3 | i | -1.2 | -6 | -1
Nc1nc(N2CCN(c3ccccn3)CC2)nc2ccccc12 | 0 | -3 | 2 | 9 | -2 | i | 0.1 | 14 | 3
COc1ccc(C2C(C(=O)NCc3cccnc3)c3ccccc3C(=O)N2C)cc1OC (centres undefined) | 6 | 5 | -3 | 5 | -16 | i | -1.2 | 19 | -9
Cc1cc(C)c2c(CN3CCOCC3)cc(=O)oc2c1 | -3 | 0 | -3 | 0 | 4 | i | 2.2 | 8 | -2
CC1CCCCC1NC(=O)C1CCN(S(=O)(=O)c2cccc3nonc23)CC1 (centres undefined) | -4 | 2 | 5 | 3 | 5 | i | -1.0 | 6 | -13
CC(=NCCCn1ccnc1)c1c(C)[nH]n(-c2ccc([N+](=O)[O-])cc2)c1=O | -6 | -1 | 10 | -2 | -2 | i | 3.0 | 4 | 8
COc1ccc(S(=O)(=O)N2CCCCC2)cc1NC(=O)CN1C(=O)NC(C)(C2CC2)C1=O (centres undefined) | 1 | 3 | -5 | -2 | -12 | i | 1.5 | 15 | -2
CCOC(=O)c1ccccc1NC(=O)COC(=O)C1CC(=O)N(c2ccc3c(c2)OCCO3)C1 (centres undefined) | -3 | 3 | 14 | 1 | -4 | i | 0.4 | 16 | 8
C=CCNc1nc(NCc2ccccc2)c(C#N)c2c1CN(C)CC2 | -3 | -3 | 14 | -9 | 3 | nt | 1.0 | -10 | -5
COc1ccccc1OCCn1ccnc1 | -3 | 6 | -13 | -1 | 8 | i | -1.7 | 4 | -6
NC(=O)C1CCN(C(=O)CC2(CC(=O)O)CCCC2)CC1 | -4 | 3 | -8 | 1 | 3 | i | 0.8 | 10 | -8
CC1=C(C(=O)N(C)C)CC(CC(=O)NC2CCCC2)C(=O)N1CCCN1CCCC1=O (centres undefined) | -9 | -2 | -5 | -1 | -8 | i | 0.5 | 3 | -13
O=C(O)C1CCC(C(=O)O)SS1 (centres undefined) | 1 | 2 | -11 | -1 | -15 | i | -1.3 | 0 | -7
CCOc1ccc(Cl)cc1S(=O)(=O)N1CCC(C(=O)NC2CC2)CC1 | -2 | -2 | 12 | -1 | -3 | i | 0.6 | 10 | -4
CC(=O)Nc1ccc(O)cc1[N+](=O)[O-] | -1 | 0 | 2 | -7 | 5 | i | -0.4 | 3 | -4
CCC1S/C(=C(\C#N)C(=O)NCc2ccco2)N(c2ccc(Br)cc2)C1=O (centres undefined) | -3 | -2 | -1 | -6 | 1 | i | 0.1 | 1 | 7
COc1ccc(NC(=O)CN(C)C(=O)c2cc(-c3ccc(C)o3)nc3ccccc23)cc1 | -6 | -1 | 7 | 5 | 5 | nt | 2.4 | -2 | 2
COc1cccc(OCC(O)CN2CC(C)CC(C)C2)c1 (centres undefined) | -3 | 1 | -6 | 2 | -1 | i | 0.8 | -2 | -2
COC(=O)C(C)C1Sc2ccccc2NC1=O (centres undefined) | 2 | 0 | 14 | -2 | 15 | i | 0.4 | 13 | 2
O=C(NC(c1ccccc1)c1ccccc1)C1CCCO1 (centres undefined) | 6 | 3 | 7 | -4 | 0 | i | -1.1 | -5 | -3
Cc1cccc(C(=O)OCC(=O)Nc2nccs2)c1 | -3 | -1 | 2 | 5 | 6 | i | 1.2 | -2 | -7
Cc1ccc(CC(=O)Nc2ncc([N+](=O)[O-])s2)cc1 | -3 | -1 | -8 | 1 | -7 | i | 0.8 | -1 | 2
O=c1cc[nH]c2ccc(OC(F)(F)F)cc12 | -1 | -2 | -10 | 1 | 1 | i | 1.1 | -15 | -8
COc1ccc(N2CCN(C3CC(=O)N(Cc4ccc(N5CCCC5=O)cc4)C3=O)CC2)cc1 (centres undefined) | -4 | -2 | 5 | -6 | -13 | i | -0.5 | 17 | -7
O=C(O)/C=C/c1cn(Cc2ccccc2)nc1-c1ccc(Cl)cc1 | -3 | 0 | 12 | 7 | -1 | i | 0.2 | 1 | 6
COc1ccccc1-c1nc(SCC(=O)O)n[nH]1 | 2 | -2 | 12 | -1 | 5 | i | 0.5 | 4 | -4
CC(=O)c1nc(N2C(=O)CC(Cc3ccccc3)C2=O)sc1C (centres undefined) | -1 | -4 | -3 | -4 | 3 | i | 0.9 | -5 | -7
CC12CN3CCN(CC(C3)/C1=N\NC(=O)c1ccccc1N)C2 | 1 | 0 | -2 | 3 | -2 | i | -1.3 | -4 | -6
COc1ccc(CCN(C)Cc2c(O)ccc3ccccc23)cc1OC | -3 | 0 | 4 | -1 | -6 | i | -0.2 | 6 | -2
O=C1N[C@H](Cc2ccccc2)COC(=O)[C@H](Cc2ccc(F)cc2)C/C=C\C[C@H]1CC(=O)N(CCO)Cc1ccccc1 | -8 | 1 | 28 | -7 | 7 | i | -0.1 | 10 | 5
O=C(Cn1c(-c2ccccc2)noc1=O)N1CCC(Cc2ccccc2)CC1 | 0 | -2 | -5 | 0 | -10 | i | -0.3 | -8 | 8
O=C(c1cnn2c(C(F)F)cc(-c3ccccc3)nc12)N1CCCCC1c1cccnc1 (centres undefined) | 3 | -5 | 5 | -1 | -5 | i | 1.2 | -7 | 8
COc1ccc(-c2ccc(C#N)c(SCC(=O)NCc3ccco3)n2)cc1OC | -7 | -2 | 10 | 0 | 2 | i | 1.0 | -8 | -10
O=C(Nc1ccc(Cl)c(Cl)c1)Nc1cc(S(=O)(=O)N2CCOCC2)ccc1N1CCCC1 | -3 | 2 | 19 | 6 | -14 | i | 1.3 | 8 | 26
C/C(=C\C(=O)c1ccc(Cl)cc1)Nc1ccc(Br)cc1 | -4 | 3 | 2 | -3 | 2 | i | 0.1 | 4 | 23
COc1ccc(/C=C2/SC(=O)N(CCC(=O)Nc3ccccc3C(=O)O)C2=S)cc1 | -3 | -6 | -5 | 3 | -2 | i | -1.2 | -11 | 7
Cc1cc(C)n(C/C=C/Cn2nc(C)cc2C)n1 | -1 | -1 | 18 | -2 | -6 | i | 0.4 | -3 | -5
Cc1ccc(S(=O)(=O)N(C)C)cc1NC(=O)COC(=O)C1(c2ccccc2)CC1 | -3 | -1 | -1 | -1 | -14 | i | 0.4 | -8 | 5
COc1cc2c(C#N)c(N3CCCCC3)nc(N)c2c(N)n1 | 0 | -7 | 11 | -12 | -4 | i | 0.7 | 6 | -3
CCOC1=C2[C@@H](CN(S(=O)(=O)c3ccc(C)cc3)[C@H]2c2cccc3ccccc23)[C@H]2C(=O)N(C3CCCCC3)C(=O)[C@H]2C1 | -3 | 0 | 12 | 1 | 3 | i | -0.6 | -20 | 67*
CNc1nc(N2CCc3ccccc32)ncc1F | -5 | 2 | 6 | 12 | -11 | i | 3.0 | 3 | 4
CC(C(=O)NCc1ccccc1)n1c(CSCCOc2ccccc2)nc2ccccc21 (centres undefined) | nt | nt | 20 | 1 | nt | i | 1.1 | 2 | nt
Cc1cccc2c(=O)c(C(=O)N3CCCCCC3)c[nH]c12 | -1 | 2 | 13 | 3 | 2 | i | 1.2 | -13 | -6
